Bioassay records deposited in PubChem BioAssay by several laboratories.
RBBP9 inh: blocks human serine hydrolase RBBP9; O75884; recombinant RBBP9, FP-Rh probe fluorescence polarization; inhibition, % at 7.94 µM; 220,000 tested, 0.2% active; AID 1515;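 active = inhibition above the campaign mean of all tested compounds plus 3 SD, cut at about 14% in these data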;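 note: plate controls were DMSO wells with RBBP9 for no effect and wells lacking RBBP9 protein for full effect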
Target sequence (O75884 whole entry, looked up): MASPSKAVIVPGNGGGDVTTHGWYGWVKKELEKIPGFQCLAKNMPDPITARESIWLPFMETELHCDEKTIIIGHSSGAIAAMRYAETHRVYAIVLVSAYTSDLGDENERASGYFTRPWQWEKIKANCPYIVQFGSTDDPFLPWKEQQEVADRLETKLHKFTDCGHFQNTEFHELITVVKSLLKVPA
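Controls: DMSO-treated enzyme wells and wells lacking RBBP9 | Material: RBBP9 protein | Technique: Fluorescence polarization | Replication: Single well per compound, no replicates | Buffer or medium: Tris-NaCl-Pluronic buffer, pH 8.0 | Timing: 30 min compound preincubation, 45 min probe labeling, 25 °C | Read-out basis: Percent inhibition from mP, scaled between DMSO and no-protein wells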
NPY-Y1 PAM-ag: potentiators or agonists of human neuropeptide Y receptor Y1. P25929. activation, % at 3.6 µM. 220,000 tested, 0.37% active. NPY-Y1 expressing cells, potentiator/agonist activation; in the data active = activation above about 33%, passing the limit was not always enough;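 note: cells stimulated with NPY at EC10 then isoproterenol at EC100; 0% = low agonist plus stimulus and 100% = saturating agonist plus stimulus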
Target sequence (P25929 whole entry, looked up): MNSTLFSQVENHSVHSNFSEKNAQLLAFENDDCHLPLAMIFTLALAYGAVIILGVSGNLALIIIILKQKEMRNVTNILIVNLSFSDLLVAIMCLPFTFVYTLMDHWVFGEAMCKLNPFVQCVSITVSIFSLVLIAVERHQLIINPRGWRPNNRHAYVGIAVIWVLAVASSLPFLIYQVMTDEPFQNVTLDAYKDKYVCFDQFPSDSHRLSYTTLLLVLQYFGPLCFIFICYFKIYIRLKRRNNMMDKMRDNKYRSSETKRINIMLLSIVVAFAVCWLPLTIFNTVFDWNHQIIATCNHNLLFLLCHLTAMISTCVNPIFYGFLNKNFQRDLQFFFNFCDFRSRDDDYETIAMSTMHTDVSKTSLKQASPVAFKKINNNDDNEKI
S1P4 antag: blocks the human S1P4 receptor; S1P4-expressing cells, antagonist mode, reporter read-out; inhibition, % at 4.98 µM; 220,000 tested, 0.26% active; in the data active = inhibition above about 29%;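 note: 0% = wells stimulated with agonist and 100% = vehicle wells without agonist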
Target sequence (O95977 whole entry, looked up): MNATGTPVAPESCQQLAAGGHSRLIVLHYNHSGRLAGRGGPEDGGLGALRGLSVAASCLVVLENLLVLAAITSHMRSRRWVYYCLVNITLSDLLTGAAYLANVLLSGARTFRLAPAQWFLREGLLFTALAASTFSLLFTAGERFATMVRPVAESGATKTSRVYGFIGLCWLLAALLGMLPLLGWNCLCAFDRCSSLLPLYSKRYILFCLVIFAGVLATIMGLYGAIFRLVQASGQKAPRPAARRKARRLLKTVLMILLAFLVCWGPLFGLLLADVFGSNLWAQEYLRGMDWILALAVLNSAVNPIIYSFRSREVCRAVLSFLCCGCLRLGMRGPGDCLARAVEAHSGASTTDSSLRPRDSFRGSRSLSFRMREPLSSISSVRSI
BaF3 parental: parental Ba/F3 viability inhibition as JAK2V617F counter-screen; CellTiter-Glo ATP luminescence; inhibition, % at 5.6 µM; 220,000 tested, 1.1% active; AID 1486;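 active = inhibition above a per-campaign cutoff, the mean inhibition of all tested compounds plus 3 SD, cut at about 27% in these data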;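 note: 0% = DMSO wells and 100% = JAK Inhibitor I control wells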
NPY Y1 blocker: antagonists of human neuropeptide Y receptor Y1. inhibition, % at 3.6 µM. P25929. AID 1040. 200,000 tested, 1% active. HEK293-CNG Y1 cells, membrane potential fluorescence; NPY at EC95, then isoproterenol;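 active = inhibition above the campaign mean inhibition of all tested compounds plus 3 SD, cut at about 20% in these data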;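 note: 0% = DMSO wells given NPY plus isoproterenol and 100% = isoproterenol alone without NPY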
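Benchmarks – high control isoproterenol alone, low control NPY with isoproterenol · Material – HEK293 Y1/CNG channel cell line · Times – dye 3 h, compound 60 min room temperature, stimulation 45 min · Probe or stimulus – NPY (25 nM), isoproterenol (1 µM), Ro 20-1724 (25 µM) · Evaluation – % inhibition of NPY effect · Signal – fluorescence, membrane potential probe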
S1P4 ag: agonists of human S1P4 receptor | 220,000 tested, 0.35% active | activation, % at 4.98 µM | S1P4-expressing cell line, agonist reporter assay | AID 1509 | O95977; in the data active = activation above about 11%;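 note: 0% = DMSO vehicle and 100% = reference agonist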
Runt-CBFb FRET: Runt domain-CBFb interaction inhibition | AID 1496 | inhibition, % at 20 µM | 220,000 tested, 0.46% active | Q01196+Q13951 | Cerulean-Runt/Venus-CBFb FRET ratio 530/480, 1 h;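 active = inhibition over about 50% at 20 µM in the single-dose screen, limit read from the data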;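 note: 0% = DMSO wells and 100% = excess unlabeled CBFb competitor control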
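Assay system: Cerulean-Runt domain fusion protein, energy donor; Signal: fluorescence energy transfer, 422 nm excitation, 530/480 nm emission; Timing: 1 h compound exposure, room temperature; Control set: unlabeled CBFb; Medium: Tris buffer pH 7.5 with salts and BSA; Compound: single test concentration of 20 µM, 1% DMSO final; Probe or stimulus: Venus-CBFb 100 nM.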
NPY2 pot ag: potentiators or agonists of human neuropeptide Y receptor Y2; activation, % at 3.6 µM; P49146; 220,000 tested, 0.45% active; cells expressing NPY-Y2, potentiator/agonist read-out; in the data active = activation above about 27%;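 note: cells stimulated with NPY near EC25 plus isoproterenol at EC100; 0% = vehicle plus submaximal agonist and 100% = vehicle plus saturating agonist; some results beyond the cut were filed as inactive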
Ba/F3 V617F tox: reduce viability of Ba/F3 cells dependent on JAK2V617F | Ba/F3 EpoR-JAK2V617F viability, ATP luminescence | inhibition, % at 5.6 µM | 220,000 tested, 1.1% active | AID 1446;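 active = inhibition above the campaign mean plus 3 SD over all tested compounds, cut at about 24% in these data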;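 note: cytokine-independent growth of Ba/F3 cells driven by EpoR plus mutant JAK2; 0% = DMSO-treated cells and 100% = JAK inhibitor I control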
Starred values were filed as active, the others as inactive; / = not tested or not shown.

SMILES	RBBP9 inh	NPY-Y1 PAM-ag	S1P4 antag	BaF3 parental	NPY Y1 blocker	S1P4 ag	Runt-CBFb FRET	NPY2 pot ag	Ba/F3 V617F tox
COc1ccc(C(=O)Nc2ccccc2C(=O)O)cc1Cl	-2	-2	-27	9	-2	1.1	-1	1	1
O=C(CSc1nnc(Cn2cnc3ccccc32)o1)Nc1cccc2ccccc12	-14	10	-1	5	5	-2.9	3	4	5
N#C/C(=C\c1ccc(F)cc1)c1n[nH]c(Cn2cncn2)n1	-4	1	3	7	0	-0.2	-1	-14	5
CCN(CC)C(=O)C1CCCN(c2ccc([N+](=O)[O-])cc2)C1 (configuration not stated)	-6	-2	11	1	8	0.3	-4	-12	-1
S=c1[nH]nc(COc2ccccc2)n1/N=C/c1ccccn1	-11	-20	-6	6	2	0.9	10	-8	-2
O=C(NCCCN=C1NS(=O)(=O)c2ccccc21)c1ccc(S(=O)(=O)N2CCCCC2)cc1	-7	12	2	3	1	-0.8	2	7	1
Cc1onc(-c2ccccc2)c1C(=O)Nc1ccc2c(c1)OCCO2	-6	-10	-8	14	-2	0.1	-4	-1	2
Cc1nnc(N2CCN(C)CC2)c2nn(-c3ccc(Cl)cc3)c(C)c12	-4	-48	-20	6	17	0.3	/	-19	6
O=C(CC(c1ccccc1)c1ccccc1)Nc1ccc(Cl)cn1	-6	-2	-4	4	8	-1.7	1	-26	0
Cc1ccc(C(=O)Nc2cccc(C(=O)NCc3ccccc3)c2)o1	-9	-2	-19	6	5	1.3	-1	-12	-1
CCSc1nnc(NC(=O)C2CC(=O)N(Cc3ccccc3)C2)s1 (configuration not stated)	-8	4	-3	9	4	0.5	-1	-13	6
COc1ccc(N2C(=O)/C(=C\c3ccco3)N=C2SCC(=O)NC(C)(C)C)cc1Cl	-6	-14	-23	1	12	0.2	1	0	-2
C=CCn1c(C)cc(C(=O)COC(=O)/C=C/c2ccc(OC)cc2)c1C	1	-5	-8	7	0	-0.5	0	-12	2
O=C(CCCn1c(SCc2cccc(F)c2)nc2ccccc2c1=O)NCC1CCCO1 (configuration not stated)	-1	-3	-19	4	5	0.6	-8	0	1
O=C(c1ccc([N+](=O)[O-])cc1)N1CCN=C1SCc1ccccc1	2	0	-6	2	4	-0.5	0	-16	-2
CN1OC(COC(=O)c2ccc(Cl)cc2)CC1c1ccccc1 (configuration not stated)	-8	14	-1	7	5	-1.3	-1	4	-5
O=C(Cc1c(O)c2ccccc2[nH]c1=O)NC1CCCCCC1	-11	-3	-12	15	-3	0.3	2	5	4
O=C(COC(=O)c1ccccc1Nc1ccc(SC(F)F)cc1)NC1CC1	-2	-7	-1	9	3	0.9	-5	6	-2
Cc1ccc(C(=O)N/C(=C/c2ccco2)C(=O)NCCCn2ccnc2)cc1	-2	-15	-17	-1	8	1.9	-3	1	-3
O=C(O)CSc1nnc(Cn2nnc3ccccc32)n1CCc1ccccc1	-11	-1	-1	3	0	0.2	0	-7	6
CC1(C)Cc2nc3oc4c(=O)n(CC(=O)Nc5cccc(Cl)c5)cnc4c3cc2CO1	-10	6	-7	-1	/	-0.8	1	-4	1
COc1ccc(CC2(CO)CCN(Cc3ccc(NC(C)=O)cc3)CC2)cc1	-5	9	-8	7	0	-1.4	0	4	-2
Cc1nonc1C(=O)N/N=C/c1ccccc1	2	-5	-17	0	5	2.0	0	13	-2
COc1ccc(C(=O)OCC(=O)Nc2ccccc2)cc1[N+](=O)[O-]	3	-6	-10	7	-8	0.0	-1	-10	2
COc1ccc(NC(=O)c2cccnc2SC)cc1OC	3	5	3	-3	-2	-0.4	0	9	-3
Further records.
SMILES	RBBP9 inh	NPY-Y1 PAM-ag	S1P4 antag	BaF3 parental	NPY Y1 blocker	S1P4 ag	Runt-CBFb FRET	NPY2 pot ag	Ba/F3 V617F tox
COc1ccc(NC(=O)c2ccc(-c3ccc([N+](=O)[O-])cc3)o2)cc1OC	-3	-21	-30	5	1	3.9	-2	-5	-1
CCOc1ccc(OCC)c(NC(=O)CN(c2ccc(C)cc2)S(=O)(=O)c2c(C)noc2C)c1	4	9	8	4	1	1.1	-2	4	0
COc1ccc2c(CC(=O)Nc3ccccc3N3CCOCC3)coc2c1	4	9	-10	9	/	0.9	1	-3	-1
CC(=O)c1c(C)[nH]c(C(=O)CSc2nnc(-c3ccco3)o2)c1C	-9	-18	-5	9	-6	-1.6	-4	-5	6
O=C(NC1CCN(Cc2ccccc2)CC1)c1cccc(S(=O)(=O)Nc2cc(C(F)(F)F)ccc2Cl)c1	-3	0	-24	10	-7	25*	-9	-13	2
Cc1cccc(C)c1NC(=O)COC(=O)c1ccccc1[N+](=O)[O-]	-7	5	1	3	1	1.6	-2	-1	-1
COc1ccc(CCNC(=O)COc2ccc(S(=O)(=O)N3CCCC3)cc2)cc1	-7	9	-15	5	2	0.1	0	3	-3
O=C(/C=C/c1ccco1)Nc1ccc(Oc2ccccc2)cc1	-20	0	-20	8	1	0.4	0	-8	6
Cn1c(=O)[nH]c(=O)c2c1nc(NCCCn1ccnc1)n2Cc1ccccc1	5	2	-2	2	15	1.0	-1	0	-2
COc1ccc(-c2nnn(Cc3nc(N)nc(N4CCCCC4)n3)n2)cc1	-10	-5	4	0	3	0.8	-2	-2	1
Cc1onc(-c2ccccc2)c1C(=O)Nc1nc2c(s1)CCCC2	-3	-13	1	-2	0	1.2	0	-17	-4
c1ccc2c(CSc3ncnc4nc[nH]c34)cccc2c1	1	-6	-37	9	0	0.4	-1	-3	0
Cc1cc2c(c(=O)n1C)C(C(C)C)C(C#N)=C(N)O2 (configuration not stated)	-6	12	-25	5	9	0.2	1	5	-1
O=C(Cn1ccc(C(F)(F)F)n1)N=Nc1c(O)[nH]c2ccccc12	-1	-2	-8	0	38*	0.1	-3	-46	-4
CCCOC(=O)C1=C(C)NC2=C(C(=O)CC(C)(C)C2)C1c1cccnc1 (configuration not stated)	-8	11	-2	6	6	1.3	63*	2	0
COc1cc2nc(SCc3ccc(F)cc3)n(Cc3cccs3)c(=N)c2cc1OC	-6	12	-3	9	8	0.7	0	2	-1
Cc1ccc(NC(=O)c2cc(S(=O)(=O)NCCC3=CCCCC3)ccc2F)cc1F	-2	8	-3	4	7	1.2	1	-4	-4
Cc1nn(C)cc1C(=O)Nc1c(C)nn(Cc2ccccc2Cl)c1C	-7	15	3	3	-2	0.5	-2	-2	-2
CN(C)CC(C)(C)CNC(=O)CC1C(=O)NCCN1Cc1ccc(-c2ccccc2)cc1 (configuration not stated)	0	-4	-12	9	0	-0.6	-1	11	1
CSc1oc(-c2ccccc2)nc1S(=O)(=O)c1ccc(F)cc1	-4	0	-23	4	6	0.5	-1	7	-1
O=C(O)C1CC(c2cccc(Br)c2)=NO1 (configuration not stated)	-3	-6	5	5	7	-1.1	1	-17	-3
O=C(Nc1ccc(N2C(=O)C3CCCCC3C2=O)cc1Cl)c1cccs1 (configuration not stated)	-5	-4	-1	6	-3	0.4	-1	-9	3
COc1cc(C(=O)NCCOc2ccc(F)cc2)c(Br)c(OC)c1OC	-1	-26	21	12	9	-0.2	0	-16	10
O=C1CCC(/C=C/c2ccccc2)=NN1	-3	-9	-19	-3	-9	1.8	1	10	-6
CCN(CC)S(=O)(=O)c1cccc(C(=O)N/N=C/c2ccc([N+](=O)[O-])o2)c1	-6	-16	1	2	0	-0.6	-2	1	2
More results follow.
SMILES	RBBP9 inh	NPY-Y1 PAM-ag	S1P4 antag	BaF3 parental	NPY Y1 blocker	S1P4 ag	Runt-CBFb FRET	NPY2 pot ag	Ba/F3 V617F tox
COc1cc(/C=C/C(=O)Oc2coc(CSc3ncccn3)cc2=O)cc(OC)c1OC	-9	4	-17	-1	0	1.6	-1	5	-3
CCn1cc(C(=O)NC2CCCCCC2)c2cc(OC)c(OC)cc2c1=O	-7	14	-15	5	2	0.3	0	-1	0
Cc1ccccc1OCC(=O)N(Cc1nc(-c2ccccc2)no1)C(C)C	-2	-20	4	8	11	-2.0	-2	-5	0
CCN(CC)CCC/C(=N\O)C(O)(c1ccccc1)c1ccccc1	6	16	1	13	13	-1.0	-1	-15	3
O=C1NCCN1Cc1ccccc1F	-2	-1	-5	0	0	-1.4	/	-4	-2
C/C(CC(=O)Nc1cc(C)ccn1)=N\NC(=O)c1ccccc1C	-6	-9	-21	3	5	2.1	0	5	-1
Cn1ncc2c(NNC(=O)Cc3ccccc3)ncnc21	-2	1	-6	8	2	-3.2	-1	10	1
CC1=C(C(=O)NC2CCC(C)CC2)C2(CCC(C)CC2)OC1=O (configuration not stated)	-7	9	-19	-1	13	3.8	-4	8	-2
COc1ccccc1CC(=O)NNS(=O)(=O)c1ccccc1[N+](=O)[O-]	-5	7	-7	-3	2	1.8	0	-8	-2
Cc1nc2cc(NC(=O)NCc3ccco3)ccc2n1C	2	8	8	3	-4	0.8	0	6	-1
O=C(COC(=O)CCc1ccccc1)NC(c1ccccc1)c1ccccc1	0	10	-13	5	3	0.1	-2	10	0
CCC(=O)Nc1c(C)n[nH]c1C	-4	3	-8	2	-2	-0.4	0	8	-5
C/C(CC(=O)NC(C)c1ccccc1)=N\NC(N)=S (configuration not stated)	-1	6	4	-4	/	-1.1	1	-1	4
COc1ccccc1-n1cc(C(=O)c2cc(Cl)ccc2O)cc(C#N)c1=O	-7	-1	0	-1	-3	2.0	0	13	-2
CCCC12CN3CC(CCC)(CN(C1)C3c1ccco1)C2=O (configuration not stated)	2	8	-5	0	/	-0.2	0	-11	-6
Cc1cc(C)cc(N2CCN(C(=O)N3CCOCC3)CC2)c1	0	-15	-2	4	4	1.7	0	3	4
CCc1ccc(C(=O)Nc2ccc(C)c(NS(C)(=O)=O)c2)cc1	-5	17	-7	-1	/	-0.3	-2	-2	-2
COc1ccc(OC)c2[nH]c(=O)c(CCNC(=O)c3ccc(S(=O)(=O)N(C)C)cc3)cc12	-9	-15	5	8	2	-0.1	-3	-19	1
COc1ccc(CC(=O)Nc2nc(-c3cccnc3)cs2)cc1	1	-7	-7	7	-1	0.1	-4	9	0
COc1ccc(Cc2nnc3c4cnn(C)c4ncn23)cc1	-9	-5	-9	7	2	-1.2	1	6	2
COC(=O)C/C=N/N=C1/NC(=O)/C(=C/C(=O)O)S1	3	6	-8	2	/	1.8	5	10	3

For convenience, some entries already given.
SMILES	RBBP9 inh	NPY-Y1 PAM-ag	S1P4 antag	BaF3 parental	NPY Y1 blocker	S1P4 ag	Runt-CBFb FRET	NPY2 pot ag	Ba/F3 V617F tox
COc1ccc(OC)c2[nH]c(=O)c(CCNC(=O)c3ccc(S(=O)(=O)N(C)C)cc3)cc12	-9	-15	5	8	2	-0.1	-3	-19	1
COc1ccc(CC(=O)Nc2nc(-c3cccnc3)cs2)cc1	1	-7	-7	7	-1	0.1	-4	9	0
COc1ccc(Cc2nnc3c4cnn(C)c4ncn23)cc1	-9	-5	-9	7	2	-1.2	1	6	2
COC(=O)C/C=N/N=C1/NC(=O)/C(=C/C(=O)O)S1	3	6	-8	2	/	1.8	5	10	3
